Compound activity: PubChem, National Center for Advancing Translational Sciences (NCATS)
ERG Ets-DNA blk = qHTS for Small Molecule Inhibitors of the ERG Ets/DNA interaction; Potency, µM (titrated, usually from 76.9 µM), for the others: at the highest dose FP activity, negative = inhibition, hits mostly inhibitors; fluorescence polarization, His-ERG Ets domain / labelled DNA; 370,000 compounds, 0.028% hits; Transcriptional regulator ERG (Homo sapiens), P11308; active means well fitted inhibition curve with a large enough effect in the polarisation, with a control signal flat; inconclusive means small, poorly fitted or top-dose-only effect, or effect the other way, or a change in a side signal; inactive means no such curve, though single readings can be large or run the other way; the % refers to the polarisation;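 further: polarization taken with two DNA probes labelled with fluorescein and Texas red; potency means the concentration at half of the fitted maximal effect; % of control where 0% means no effect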
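His-tagged ERG Ets domain (1 uM in the protein solution; 300mM KCl, 50mM Tris-HCl, 1mM EDTA, 1mM DTT, pH 7.5) received compound, then a probe mix of 5 nM fluorescein-DNA and 100nM Texas-615-DNA. Fluorescence polarization was read for both dyes.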
ALOX12 inh = Primary qHTS assay for inhibitors of human arachidonate 12S-lipoxygenase (ALOX12): Round 2. Polyunsaturated fatty acid lipoxygenase ALOX12 (Homo sapiens), P18054. purified 12hLO, xylenol orange hydroperoxide absorbance. Potency, µM (highest dose often 108 µM), for the others: top-dose activity change, negative = inhibition, actives largely listed as inhibitors. 580,000 compounds, 1.1% hits; further: potency means the concentration at half of the fitted maximal effect; on the % scale 0 is the no-effect control and ±100 the full control effect
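Hydroperoxide product was detected by ferrous iron/xylenol orange as the 573 to 405 nm absorbance ratio. Arachidonic acid at 40 uM (final) was turned over for 30 min at room temperature by 150 nM human 12hLO, pH 7.0 Hepes buffer, after 15 min compound preincubation.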
PI4K2A inh = qHTS for small molecular inhibitors of PI4K2A; 420,000 compounds, 0.13% hits; Phosphatidylinositol 4-kinase type 2-alpha (Homo sapiens), Q9BTU6; purified PI4K2A, ADP-Glo luminescence, 1 h; stronger effect = lower value; activity change, negative = inhibition, % at 76.9 µM; in the data active means activity change below about -50%; inconclusive means mostly about -30% to -49%;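 further: -100% = wells without enzyme as full effect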
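PI4K2A activity was measured by ADP-Glo luminescence: enzyme (4 ug/mL stock) and phosphatidylinositol (1.2 mM stock) in Tris pH 7.5/MgCl2/EGTA/Triton X-100 buffer were reacted with ATP (300 microM stock) for one hour at ambient temperature.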
RGS4 inh = Inhibitors of Regulator of G Protein Signaling (RGS) 4: qHTS | 390,000 compounds, 0.039% hits | Transcreener GDP fluorescence polarization, RGS4-accelerated GTP hydrolysis | AID 504845, 2011 | Potency, µM (series often up to 114 µM), for inactives: at the top dose activity change, negative = inhibition, hits mostly inhibitors; further: potency means the concentration at half of the fitted maximal effect; on the % scale 0 is the no-effect control and ±100 the full control effect; nearly all actives have a fitted effect of over 75% in size; some results filed as inactive show a strong effect at the top dose
Target sequence (P49798 whole entry, looked up): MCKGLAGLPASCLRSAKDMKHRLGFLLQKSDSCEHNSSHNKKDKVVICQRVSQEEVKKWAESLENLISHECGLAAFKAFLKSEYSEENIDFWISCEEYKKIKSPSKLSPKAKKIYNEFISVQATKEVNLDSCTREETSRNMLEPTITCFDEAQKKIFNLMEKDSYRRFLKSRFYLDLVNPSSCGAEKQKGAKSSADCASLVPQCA
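MLSMR compounds (23 nl, pin-transferred) preincubated 10 min at room temperature with a 500nM (2x) first reagent, then RGS4 at 900nM (2x) plus Transcreener GDP mix added; fluorescence polarization (620/688 nm) read before and after 90 min at 30 °C.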
GLS inhibitor = qHTS for Inhibitors of Glutaminase (GLS). GLS enzymatic activity, qHTS titration. 410,000 compounds, 0.21% hits. AID 624170, 2012. Glutaminase kidney isoform, mitochondrial (Homo sapiens), O94925. Potency, µM (top dose mostly 45.5 µM), for the others: at the top dose activity change, negative = inhibition, actives largely listed as inhibitors; further: potency means the concentration at half of the fitted maximal effect; on the % scale 0 is the no-effect control and ±100 the full control effect
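hKGA; 45 mM KH2PO4 pH 8.2 + 0.02% Tween-20; cpd via pin tool; 1 mM Gln soln; GluOx/HRP/Amplex Red; RT 30 min; fluor. t0 & final.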
G9a block = qHTS Assay for Inhibitors of Histone Lysine Methyltransferase G9a. Histone-lysine N-methyltransferase EHMT2 (Homo sapiens), Q96KQ7. 350,000 compounds, 8.8% hits. Potency, µM (top dose mostly 102 µM), for the others: top-dose activity, negative = inhibition, hits mostly inhibitors. G9a H3K9 monomethylation, AlphaScreen, 2 h; further: potency means the concentration at half of the fitted maximal effect; on the % scale 0 is the no-effect control and ±100 the full control effect; nearly all actives have a fitted effect of over 75% in size
Target sequence (Q96KQ7 913-1193 limits assumed): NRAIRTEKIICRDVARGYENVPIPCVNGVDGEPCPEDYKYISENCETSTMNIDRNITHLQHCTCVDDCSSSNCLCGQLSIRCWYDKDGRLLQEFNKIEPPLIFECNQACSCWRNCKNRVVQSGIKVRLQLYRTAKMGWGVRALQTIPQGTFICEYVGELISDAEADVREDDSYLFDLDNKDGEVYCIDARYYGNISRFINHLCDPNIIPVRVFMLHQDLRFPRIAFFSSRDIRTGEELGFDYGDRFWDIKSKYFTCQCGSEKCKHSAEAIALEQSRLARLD
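Readings reflect AlphaScreen signal from monomethyl-H3K9 antibody detection. HMT at 20 nM; substrate b-H3K9 500 nM; cofactor SAM 20 uM; 2 h RT reaction; compounds tested as titrations in qHTS with 15 min preincubation.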
HP1b binding inh = HTS for Inhibitors of HP1-beta Chromodomain Interactions with Methylated Histone Tails; Chromobox protein homolog 1 (Homo sapiens), P83916; AlphaScreen HP1-beta / biotin-H3K9me3 peptide binding; Potency, µM (doses to about 114 µM), without a hit: top-dose activity change, negative = inhibition, hits mostly inhibitors; 390,000 compounds, 0.56% hits; AID 540317, 2011; further: potency means the concentration at half of the fitted maximal effect; nearly all actives have a fitted effect of over 70% in size; inactives centre near 23
Target sequence (P83916 whole entry, looked up): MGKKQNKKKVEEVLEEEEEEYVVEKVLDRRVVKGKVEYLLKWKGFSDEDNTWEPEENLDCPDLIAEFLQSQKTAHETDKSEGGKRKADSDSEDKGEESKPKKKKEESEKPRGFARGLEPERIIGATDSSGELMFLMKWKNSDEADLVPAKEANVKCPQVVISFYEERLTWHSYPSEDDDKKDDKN
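AlphaScreen: HP1-beta (50 nM) preformed 30 min with biotin-H3(1-18)K9me3 peptide (50 nM) in PBS pH 7.4, 0.01% Tween-20. Compound added for 30 min at RT, then streptavidin donor/nickel chelate acceptor beads (10 ug/mL) for 30 min.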
BAZ2B block = qHTS Assay for Inhibitors of BAZ2B | Bromodomain adjacent to zinc finger domain protein 2B (Homo sapiens), Q9UIF8 | AlphaScreen BAZ2B-H3K14Ac peptide displacement | 360,000 compounds, 4.4% hits | Potency, µM (titrated, usually from 114 µM), for the others: top-dose activity change, negative = inhibition, actives largely listed as inhibitors; further: potency means the concentration at half of the fitted maximal effect; on the % scale 0 is the no-effect control and ±100 the full control effect; nearly all actives have a fitted effect of over 60% in size
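BAZ2B (50 nM) with biotin-H3(5-23)K14Ac peptide (50 nM) in PBS pH 7.4, 0.01% Tween-20, preformed 30 min, then compound 30 min at room temperature; top concentration 110uM. AlphaScreen streptavidin donor/nickel chelate acceptor beads (10 ug/mL final), 20 min dark, signal read.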
JMJD2A Tudor = qHTS Assay for Inhibitors of JMJD2A-Tudor Domain. 390,000 compounds, 4.4% hits. Potency, µM (top dose mostly 114 µM), without a hit: top-dose activity change, negative = inhibition, hits mostly inhibitors. AlphaScreen JMJD2A-Tudor / H3K4me3 peptide binding. Lysine-specific demethylase 4A (Homo sapiens), O75164; further: potency means the concentration at half of the fitted maximal effect; on the % scale 0 is the no-effect control and ±100 the full control effect; nearly all actives have a fitted effect of over 50% in size
An asterisk follows results filed as active; ? = inconclusive; · = not tested or not shown; [ ] = remark or other dose. Unless noted, the call rests on the fitted dose curve; in most records, active means well fitted curve in the direction sought with a large enough effect; inconclusive means small, poorly fitted or top-dose-only effect, or another doubt; inactive means no such curve, though single readings can be large; an effect the other way counts as inactive or inconclusive.

entry	PI4K2A inh	ERG Ets-DNA blk	RGS4 inh	BAZ2B block	HP1b binding inh	G9a block	GLS inhibitor	JMJD2A Tudor	ALOX12 inh	mol
1	3.6	1.1%	-22.4%	?	-8.0%	?	-10.3%	?	?	OCCN(CCO)c1ccc(C(c2ccc(Cl)cc2)c2ccc(N(CCO)CCO)cc2Cl)c(Cl)c1
2	-1.6	6.0%	19.9%	1.4%	23.1%	4.1%	-0.9%	-13.6%	?	CCN(CC)CCCN(C(=O)Cn1nnc(-c2ccc(OC)c(OC)c2)n1)C(C(=O)NC(C)(C)C)c1ccc(F)cc1 (configuration not stated)
3	0.0	-3.1%	23.4%	44.7µM*	56.2µM*	·	12.6µM*	79.4µM*	0.0%	C=C(C)C(=O)Nc1ccc(OC(F)(F)C(F)F)c(NC(=O)C(=C)C)c1
4	2.0	-1.9%	6.0%	0.0%	29.9%	23.7%[12.7 µM]	-0.1%	-12.5%	-3.7%	Cc1cc(C)c(NC(=O)COC(=O)C2CCCCC2)c(C)c1
5	-0.5	-0.9%	20.6%	-2.2%	34.6%	·	7.5%	-7.6%	-3.0%	COC(C(=O)Nc1ccnn1C1CCN(C(=O)c2ccc(C=O)cc2)CC1)c1ccccc1 (configuration not stated)
6	-8.7	-1.7%	26.5%	5.5%	10.0%	-4.2%[59 µM]	-17.9%	-12.6%	0.0%	Cc1cc(C)c(C(N)=O)c(Nc2ccc3c(c2)OCCO3)n1
7	1.1	0.7%	-13.7%	-1.8%	22.0%	50.1µM*	-1.3%	-14.4%	2.3%	CC(=O)N1CCN(S(=O)(=O)c2ccc(S(=O)(=O)NC3CCCCC3)cc2)CC1
8	0.8	-8.5%	4.1%	-6.4%	23.3%	-33.0%[59 µM]	2.3%	-17.0%	19.9%[57.4 µM]	Cc1c(S(=O)(=O)N2CCN(C(c3ccccc3)c3ccccc3)CC2)c(=O)n(C)c(=O)n1C
9	-2.6	4.8%	22.2%	-7.7%	11.6%	15.5%[59 µM]	-3.7%	-15.6%	-13.7%	O=S(=O)(c1ccc(-c2cnc(C3CC3)o2)cc1)N1CCN(c2cccc(Cl)c2)CC1
10	2.0	11.1%	-0.7%	-11.3%	50.9%[activator]	9.6%[59 µM]	-11.5%	-7.4%	-0.2%	COC1C=CC(CNC(=O)c2cc3c(=O)n4cccc(C)c4nc3n2C)(OC)O1 (configuration not stated)
11	-21.7	1.5%	-4.3%	·	35.5%	-0.8%[59 µM]	3.2%	-4.3%	-4.3%	Cc1ccccc1NC(=O)Cn1c(=O)n(Cc2ccco2)c(=O)c2ccc(C(=O)NC3CCCC3)cc21
12	0.5	8.0%	-5.9%	-6.5%	12.9%	-5.8%	0.2%	-11.0%	-26.8%	Cc1ccc(C(CNC(=O)Nc2cccc(C)c2)N2CCN(C)CC2)cc1 (configuration not stated)
13	0.3	7.4%	-43.7%	-34.7%	-2.9%	5.62µM*	7.5%	1.7%	?	CC(C)CC(=O)NNC(=S)Nc1ccc(S(N)(=O)=O)cc1
14	-1.9	0.8%	-3.1%	?	63.5%[activator]	?	7.5%	65.1%[activator]	291.7%[activator]	Cn1nccc1-c1cc(Cl)cc(Cl)c1O
15	-2.0	13.3%	-51.5%	·	25.4%	·	5.6%	3.16µM*	?	O=C(O)C(Cc1ccnc2ccccc12)=NO
16	8.2	0.1%	33.7%[11.4 µM]	3.3%	45.0%[activator]	-16.0%[59 µM]	-0.4%	5.5%[57.1 µM]	0.0%	Cc1nc2cc(S(=O)(=O)N(C)C)ccc2n1-c1ccccc1
17	-5.9	13.9%	22.6%	-15.1%	16.7%	-5.6%[59 µM]	2.4%	?	250.6%[activator]	CC(=O)c1cccc(OC(=O)c2cc(S(=O)(=O)N3CCOCC3)ccc2N2CCCC2)c1
18	-2.4	-14.1%	9.3%	0.5%	22.0%	19.3%	-19.5%	-2.4%	109.5%[activator]	O=C(Cc1ccccc1)N/N=C/c1cccnc1
19	0.6	-2.0%	-14.6%	-2.3%	32.5%	-1.5%[0.501 µM]	-2.6%	-15.2%	?	CCOc1ccc(C(=O)Nc2ccc(S(=O)(=O)N3C[C@@H]4C[C@@H](C3)c3cccc(=O)n3C4)cc2)cc1

7 compounds from above, ordered by length of the SMILES, smallest number first:
entry	PI4K2A inh	ERG Ets-DNA blk	RGS4 inh	BAZ2B block	HP1b binding inh	G9a block	GLS inhibitor	JMJD2A Tudor	ALOX12 inh	mol
18	-2.4	-14.1%	9.3%	0.5%	22.0%	19.3%	-19.5%	-2.4%	109.5%[activator]	O=C(Cc1ccccc1)N/N=C/c1cccnc1
10	2.0	11.1%	-0.7%	-11.3%	50.9%[activator]	9.6%[59 µM]	-11.5%	-7.4%	-0.2%	COC1C=CC(CNC(=O)c2cc3c(=O)n4cccc(C)c4nc3n2C)(OC)O1 (configuration not stated)
7	1.1	0.7%	-13.7%	-1.8%	22.0%	50.1µM*	-1.3%	-14.4%	2.3%	CC(=O)N1CCN(S(=O)(=O)c2ccc(S(=O)(=O)NC3CCCCC3)cc2)CC1
5	-0.5	-0.9%	20.6%	-2.2%	34.6%	·	7.5%	-7.6%	-3.0%	COC(C(=O)Nc1ccnn1C1CCN(C(=O)c2ccc(C=O)cc2)CC1)c1ccccc1 (configuration not stated)
9	-2.6	4.8%	22.2%	-7.7%	11.6%	15.5%[59 µM]	-3.7%	-15.6%	-13.7%	O=S(=O)(c1ccc(-c2cnc(C3CC3)o2)cc1)N1CCN(c2cccc(Cl)c2)CC1
8	0.8	-8.5%	4.1%	-6.4%	23.3%	-33.0%[59 µM]	2.3%	-17.0%	19.9%[57.4 µM]	Cc1c(S(=O)(=O)N2CCN(C(c3ccccc3)c3ccccc3)CC2)c(=O)n(C)c(=O)n1C
2	-1.6	6.0%	19.9%	1.4%	23.1%	4.1%	-0.9%	-13.6%	?	CCN(CC)CCCN(C(=O)Cn1nnc(-c2ccc(OC)c(OC)c2)n1)C(C(=O)NC(C)(C)C)c1ccc(F)cc1 (configuration not stated)

An excerpt; count on the stated rates, not on these rows.
